Screening data deposited in PubChem by National Center for Advancing Translational Sciences (NCATS).
IDH1 R132H inh – qHTS for Inhibitors of mutant isocitrate dehydrogenase 1 (IDH1): qHTS | Potency, µM (series often up to 76.6 µM), for the others: at the top dose activity change, negative = inhibition, most hits filed as inhibitors | Isocitrate dehydrogenase [NADP] cytoplasmic (Homo sapiens), O75874 | IDH1-R132H enzyme, NADPH consumption, diaphorase/resazurin fluorescence | 390,000 compounds, 0.093% hits; also: potency is read from the fitted curve at half-maximal effect; % is scaled to controls: 0 for no effect and ±100 for the full control effect; nearly all actives have a fitted effect of over 65% in size
Target sequence (O75874 whole entry R132H, stated change not applied): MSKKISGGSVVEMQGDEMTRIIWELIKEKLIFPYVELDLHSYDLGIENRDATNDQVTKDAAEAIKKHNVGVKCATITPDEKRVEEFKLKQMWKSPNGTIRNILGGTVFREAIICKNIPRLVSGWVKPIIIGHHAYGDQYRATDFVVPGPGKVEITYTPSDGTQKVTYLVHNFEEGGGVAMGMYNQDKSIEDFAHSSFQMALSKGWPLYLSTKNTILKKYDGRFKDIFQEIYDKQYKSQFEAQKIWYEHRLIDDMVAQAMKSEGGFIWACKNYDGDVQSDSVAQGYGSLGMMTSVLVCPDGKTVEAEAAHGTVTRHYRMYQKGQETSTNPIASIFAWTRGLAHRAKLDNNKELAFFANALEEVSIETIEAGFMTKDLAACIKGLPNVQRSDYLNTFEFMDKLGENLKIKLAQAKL
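IDH1-R132H (0.5 ug/mL dispensed) in pH 7.5 Tris buffer was preincubated 30 min with compound, then given a substrate mix of 0.016 mM NADPH and 2 mM alpha-KG for 80 min at room temperature; remaining NADPH was read by diaphorase/resazurin fluorescence.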
rTrxR1 inhibitor – qHTS Assay for Inhibitors of Mammalian Selenoprotein Thioredoxin Reductase 1 (TrxR1): qHTS. Thioredoxin reductase 1, cytoplasmic (Rattus norvegicus), O89049. recombinant rTrxR1, NADPH fluorescence consumption, selenite substrate. Potency, µM (doses to about 114 µM), for the others: at the top dose activity change, negative = inhibition, actives largely listed as inhibitors. 390,000 compounds, 1% hits. AID 588453, 2011; also: potency is read from the fitted curve at half-maximal effect; % is scaled to controls: 0 for no effect and ±100 for the full control effect; nearly all actives have a fitted effect of over 65% in size
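Rat TrxR1 (90 nM in the dispensed reagent) was pre-reduced with 400 uM NADPH for 5 min at room temperature, then incubated with compound for 15 min. After 400 uM selenite was added, NADPH fluorescence (Ex 340/Em 450 nm) was followed for 8 min.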
TrxR1 substrate – qHTS Assay for Substrates of Mammalian Selenoprotein Thioredoxin Reductase 1 (TrxR1): qHTS; 390,000 compounds, 0.01% hits; AID 588456, 2011; purified TrxR1 substrate turnover, NADPH consumption readout; Potency, µM (doses to about 114 µM), inactives show at the highest dose activity change, negative = substrate turnover; also: potency is read from the fitted curve at half-maximal effect; % is scaled to controls: 0 for no effect and ±100 for the full control effect; nearly all actives have a fitted effect of over 50% in size
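Rat TrxR1, dispensed at 90 nM, was prereduced with 400 uM NADPH (final) for 5 min at ~22 deg C, then incubated with compound 15 min before 400 uM selenite. A first-read NADPH fluorescence drop versus no-compound background flagged substrates.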
D2 antagonist – HTS Assay for Allosteric Antagonists of the Human D2 Dopamine Receptor: Primary Screen for Antagonists. HEK293 TREx D2 cells, calcium flux, dopamine EC80. inhibition, % at 10 µM. D(2) dopamine receptor (Homo sapiens), P14416. AID 485344, 2010. 340,000 compounds, 2% hits; in the data active = inhibition above about 30%; also: 0% is about no effect
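Tetracycline-induced HEK293 TREx cells expressing D2 receptor forced-coupled to calcium signalling, loaded with no-wash calcium dye. Compounds added and calcium flux read 180 s, then dopamine added at EC80 and read a further 180 s.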
TRHR PAM – qHTS for Small Molecule Agonists and Allosteric Enhancers of Human TRH Receptor: Primary Screen for Enhancers | 360,000 compounds, 0.66% hits | Thyrotropin-releasing hormone receptor (Homo sapiens), P34981 | TRHR cells, fluo-8 calcium fluorescence, EC20 TRH enhancement | AID 493056, 2011 | enhancement, % at 2 µM; in the data active = enhancement above about 30%; also: 0% is about no effect
Target sequence (P34981 whole entry, looked up): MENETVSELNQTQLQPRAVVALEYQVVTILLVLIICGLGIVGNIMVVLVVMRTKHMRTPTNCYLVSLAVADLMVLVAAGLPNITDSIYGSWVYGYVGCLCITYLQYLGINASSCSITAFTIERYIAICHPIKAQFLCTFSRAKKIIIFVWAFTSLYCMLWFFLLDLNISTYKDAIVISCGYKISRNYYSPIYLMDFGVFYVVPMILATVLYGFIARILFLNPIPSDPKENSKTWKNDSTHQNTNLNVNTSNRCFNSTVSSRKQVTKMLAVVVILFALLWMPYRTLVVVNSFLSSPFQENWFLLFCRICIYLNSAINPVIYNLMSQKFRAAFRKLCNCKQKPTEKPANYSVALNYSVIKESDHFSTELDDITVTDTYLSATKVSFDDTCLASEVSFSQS
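TRHR-expressing cells loaded with fluo-8 calcium dye were read kinetically (ex 480/em 530) during compound addition, then stimulated with an EC20 of TRH (10 nM final). Enhancement of the Gq-mediated intracellular calcium response was scored.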
USP1 inh – Inhibitors of USP1/UAF1: Primary Screen; Ubiquitin carboxyl-terminal hydrolase 1 (Homo sapiens), O94782; recombinant USP1/UAF1, Ub-Rhodamine cleavage fluorescence; Potency, µM (highest dose often 57.1 µM), for the others: at the top dose activity change, negative = inhibition, actives largely listed as inhibitors; 390,000 compounds, 0.23% hits; also: potency is read from the fitted curve at half-maximal effect; % is scaled to controls: 0 for no effect and ±100 for the full control effect; nearly all actives have a fitted effect of over 60% in size; inactives centre near -12
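In this screen, compounds sit with the deubiquitinase complex (1nM) for 15 min at room temperature before Ub-Rho is added at 150nM final. Fluorescence rise is then followed for 6 reads every 60 seconds.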
TRHR agonist – qHTS for Small Molecule Agonists and Allosteric Enhancers of Human TRH Receptor: Primary Screen for Agonists. Thyrotropin-releasing hormone receptor (Homo sapiens), P34981. TRHR cells, calcium flux fluo-8, FDSS agonist mode. activation, % at 2 µM. 360,000 compounds, 0.18% hits. AID 493084, 2011; in the data active = activation above about 30%; also: 0% is about no effect
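Steps: seed TRHR cells overnight; add fluo-8 no-wash Ca dye, RT 30 min–1.5 h; record 10 s baseline; pin-transfer compounds; monitor fluorescence 1 cycle/s for the agonist window. Calcium increases flag candidate agonists.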
D2 agonist – HTS Assay for Allosteric Agonists of the Human D2 Dopamine Receptor: Primary Screen for Agonists | D(2) dopamine receptor (Homo sapiens), P14416 | HEK293 T-REx D2 cells, calcium flux agonist mode | activation, % at 2 µM | 340,000 compounds, 0.53% hits | AID 485358, 2010;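 active = activation over 3 SD above normal in the single-dose calcium agonist read, cut at about 30% in these data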; also: 0% is about no effect
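Tetracycline-induced HEK293 Trex cells with D2 receptor force-coupled to calcium signaling, plated overnight at 30 C and loaded with no-wash calcium dye. Calcium flux read kinetically for 180 s after compound addition; responses flag agonists.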
PI4K2A inh – qHTS for small molecular inhibitors of PI4K2A. AID 1346378, 2018. purified PI4K2A, ADP-Glo luminescence, 1 h; hits give low values. activity change, negative = inhibition, % at 76.9 µM. 420,000 compounds, 0.13% hits; in the data active = activity change below about -50%; inconclusive = mostly about -30% to -49%;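 also: -100% = wells without enzyme as full effect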
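PI4K2A activity was measured by ADP-Glo luminescence: enzyme (4 ug/mL stock) and phosphatidylinositol (1.2 mM stock) in Tris pH 7.5/MgCl2/EGTA/Triton X-100 buffer were reacted with ATP (300 microM stock) for one hour at ambient temperature.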
* hit, by the source's call; u = inconclusive; x = not tested or not shown; [ ] = dose if it differs, or a comment. Unless noted, calls follow the shape of the dose curve; as a rule, active = well fitted inhibition curve with a large enough effect; inconclusive = small, poorly fitted or top-dose-only effect; inactive = no such curve, though single readings can be large or run the other way.

mol	IDH1 R132H inh	rTrxR1 inhibitor	TrxR1 substrate	D2 antagonist	TRHR PAM	USP1 inh	TRHR agonist	D2 agonist	PI4K2A inh
CCN(CC)c1ccc(C(=O)N/N=C(\C)c2cccc(OC)c2)cc1	0%	-20%	-16%	-13	2	-10%	-0.6	-1.3	-4
CCCCn1c(N)c(N(CCOC)C(=O)c2oc3ccc(OC)cc3c2C)c(=O)[nH]c1=O	-8%	5%	-4%	-7	14	3%	1.9	-0.3	0
CCOC(=O)c1cn(Cc2ccccc2)c2cc(C)nn2c1=O	3%	-2%[57.1 µM]	181%	7	-1	-17%	0.0	-0.7	-1
CC(=O)NNC(=O)CSc1nnc(-c2ccccc2)c(-c2ccccc2)n1	7%	u	-4%	-2	5	u	0.3	1.1	-5
CC(C)(C)c1ccc(-n2nc(C(N)=O)c(O)cc2=O)cc1	3%	21%[57.1 µM]	2%	-11	1	-9%	1.0	0.2	-1
Cc1c(NS(=O)(=O)c2ccc(Cl)c(C(=O)OCC(=O)NCc3ccco3)c2)c(=O)n(-c2ccccc2)n1C	1%	7%[57.1 µM]	-5%[57.1 µM]	-25	-5	-9%	0.0	0.9	-1
O=C(Nc1ccc(-n2nncc2-c2ccco2)cc1)c1ccc(F)cc1	8%	3%	1%	-1	-6	-7%	0.0	0.2	-4
CC(OC(=O)C1CSC2(C)CCC(=O)N12)C(=O)Nc1cccc(C#N)c1 (centres undefined)	4%	-3%	0%	-1	12	-17%	0.2	1.0	-3
CCCCCC(=O)N1CCCC(c2nc(-c3ccc(OC)cc3)no2)C1 (centres undefined)	-1%	6%	4%	-1	-1	-9%	-0.3	1.2	3
Cc1ccc(NC(=S)N(CCN(C)C)Cc2cc3cccc(C)c3[nH]c2=O)cc1	2%	9%	4%	9	1	-4%	0.5	0.5	-2
Cc1cc(NS(=O)(=O)c2ccc(NC(=O)CCCOc3cccc(C)c3C)cc2)no1	-5%	14%	6%	x	17	-5%	-0.4	x	1
CCCCCCOC(=O)CCn1[nH]c(=O)c2ccccc2c1=O	5%	4%	1%	x	-8	-8%	0.0	x	1
Cc1ccc(NC(=O)CCC(=O)c2ccc(F)cc2)cc1Cl	0%	-11%	-10%	-3	1	-11%	-0.4	-0.1	0
COc1ccc2[nH]c(=O)c(CN(C(=O)c3cccnc3)c3ccc(C)cc3)cc2c1	6%	-8%	25%	-35	13	-11%	-0.5	0.6	0
O=C1OC(Nc2ccc3c(c2)OCO3)c2ccccc21 (centres undefined)	3%	u	4%	8	-9	-6%	-0.1	0.4	-5
Cc1ccc(CN2CCCN(Cc3cc(C)ccc3C)S2(=O)=O)cc1	1%	18%	4%	10	-2	-24%	1.5	0.5	-3
CCNC(=O)C1CCCc2c1[nH]c1ccc(Cl)cc21 (centres undefined)	1%	15%[57.1 µM]	-5%	3	4	u	1.1	-0.3	-7
COc1ccccc1N1CCN(C(=O)COc2ccc(S(=O)(=O)NC(C)C)cc2)CC1	9%	3%	0%	-20	2	-21%	0.1	0.7	2
COc1cc(/C=C2\NC(=S)N(C)C2=O)ccc1OCc1cccc(F)c1	-14%	-20%	-12%	-14	11	0%	0.4	0.8	-5
C[C@@H]1CC[C@H](O)/C=C/C(=O)O[C@H](C)CC[C@H](O)/C=C/C(=O)O1	5%	10%[57.1 µM]	14%[57.1 µM]	1	1	-19%	0.4	0.3	-4
COc1cccc(C(=O)Nc2c(F)c(F)c(F)c(F)c2F)c1	1%	20%	3%	-16	-7	-18%	-0.9	-1.3	0
COc1ccc(S(=O)(=O)NCC(c2ccc3c(c2)OCO3)N2CCOCC2)cc1 (centres undefined)	7%	-9%	-11%	7	-3	-13%	0.2	0.2	0
S=c1[nH]ccn1CCc1ccccc1	-12%	-5%	6%	4	-2	-1%	0.2	1.2	0
Cc1ccc(-n2ncc3c(NCc4ccccc4)ncnc32)cc1C	19%	3%[57.1 µM]	-5%[57.1 µM]	x	-3	-24%	1.1	x	-1
COc1cccc(CCNC(=O)CC2C(=O)NCCN2Cc2ccc(C)o2)c1 (centres undefined)	9%	u	-2%	15	-3	-23%	0.3	0.3	-3
Cc1c(C(=O)N2CCC(c3nc4ccccc4s3)CC2)oc2ccc(Cl)cc12	-7%	29%	2%	x	3	u	0.8	1.4	0
CCOC(=O)c1c(NC(=O)CN2CCCCC2)sc(C)c1C	5%	29%	0%	-10	3	-25%	-0.2	0.2	1
O=C(Nc1cc(S(=O)(=O)N2CCOCC2)ccc1N1CCCCC1)c1ccccc1	0%	-4%	-2%	1	-3	-13%	-0.5	0.3	1
O=C(NCCCn1ccnc1)c1cccc(S(=O)(=O)Nc2ccc(F)cc2)c1	-1%	-2%	-2%	-7	-1	-19%	0.2	0.2	-1
O=C(Nc1ccc2nc(SCC(=O)N3CCCC3)sc2c1)c1ccc(F)cc1	-16%	34%	13%	x	-3	-26%	0.2	-1.6	1
COc1cccc(C(=O)N(C)CC(=O)Nc2cccc3ccccc23)c1	4%	20%	3%	8	-1	-18%	-0.4	15	-3
COc1ccc(/C(O)=C2\C(=O)C(=O)N(c3cc(C)on3)C2c2cccc(OC)c2OC)cc1C (centres undefined)	-2%	0%	-2%	5	-1	-17%	-0.1	-0.2	12
Cc1cccc(CN2CCC(CNC(=O)Cn3ncc4c([nH]c5ccccc54)c3=O)CC2)c1	0%	26%	5%	-12	-2	-16%	-1.3	-0.2	1
CC(C)Sc1nnc([C@@H]2CCCN2C(=O)OC(C)(C)C)o1	2%	-10%	-6%	3	2	-14%	0.6	-0.2	-1
O=C(/C=C/c1ccc(Br)cc1)NC(=S)NNC(=O)c1ccco1	6%	-32%	-8%	-8	1	-16%	-0.1	1.8	-2
CN(C)S(=O)(=O)c1cccc(C(=O)OCC(=O)Nc2ccc3c(c2)OCCO3)c1	1%	2%	1%	10	-2	-4%	-0.1	0.2	4
COc1ccc(OC)c(NC(=O)COC(=O)c2nc(Cl)ccc2Cl)c1	6%	5%[57.1 µM]	3%[57.1 µM]	-9	-5	-18%	-0.7	-1.7	8
O=S(=O)(c1ccc(F)cc1)N1CCCNCC1	-3%	-2%	-2%	-6	2	-8%	2.2	0.8	-3
CNc1ccc(Br)cc(C(=O)/C=C/c2ccc3c(c2)OCO3)c1=O	13%	14µM*	-10%	-8	2	u	0.5	0.1	-16
Cc1cc(C)cc(NC(=O)c2sc3nc4n(c(=O)c3c2C)N=C(c2ccccc2)CS4)c1	-2%	9%[57.1 µM]	-5%[0.457 µM]	x	6	u	0.4	1.2	5
O=C1CCCC(O)=C1Sc1cc(Cl)c(Cl)cc1Cl	1%	5%	3%	x	x	-17%	x	x	1
COc1ccc2c(c1OC)C(=O)OC2CC(=O)c1ccc(O)cc1 (centres undefined)	-5%	4%	-4%	12	-2	-8%	-1.2	0.2	0
CC(=O)n1nc(-c2ccccc2)nc1NCc1ccc(F)cc1	2%	17%[57.1 µM]	-3%[57.1 µM]	-13	7	-5%	0.8	0.1	-5
